Bioassay records from PubChem BioAssay.
hK5 inh = kallikrein 5 (human) inhibition | inhibition, % at 5 µM | recombinant hK5, fluorogenic AMC substrate cleavage | actives 0.59% (n = 210,000) | Q9Y337;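 active = inhibition of 40% or more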;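 note: 0% = enzyme controls without compound and 100% = no-enzyme blanks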
Rad51 HR inh = Rad51 (human) homologous recombination inhibition; hRad51 DNA strand exchange, fluorescence dequenching; inhibition, % at 10 µM; actives 0.085% (n = 200,000);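 active = inhibition above 40% at the single screening dose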;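 note: 0% = DMSO control wells and 100% = blanks with heterologous ssDNA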
Target sequence (Q06609 whole entry, looked up): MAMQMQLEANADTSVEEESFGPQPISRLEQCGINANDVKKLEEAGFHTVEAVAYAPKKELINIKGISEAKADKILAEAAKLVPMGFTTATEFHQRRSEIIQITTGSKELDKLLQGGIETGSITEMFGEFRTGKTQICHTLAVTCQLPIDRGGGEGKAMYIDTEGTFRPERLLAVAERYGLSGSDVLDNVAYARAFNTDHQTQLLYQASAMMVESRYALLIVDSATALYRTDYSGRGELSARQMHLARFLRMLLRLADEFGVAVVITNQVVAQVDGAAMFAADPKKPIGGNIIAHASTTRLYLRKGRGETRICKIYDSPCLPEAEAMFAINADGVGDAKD
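Material: human Rad51–ssDNA filaments; Probe or stimulus: labelled 47-mer dsDNA for strand exchange; Doses: single 10 µM dose; Incubation: 37 °C 15-min filament assembly, 30-min compound preincubation, 15-min exchange; Technique: FRET fluorescence dequenching, excitation 485 nm, emission 520 nm; Measure: Fluorescence-based percent inhibition, control- and blank-normalised; Benchmarks: plate control and blank wells.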
Furin inh = inhibitors of human furin. P09958. purified furin, fluorogenic substrate cleavage. inhibition, % at 30 µM. actives 0.061% (n = 220,000). AID 463115; in the data active = inhibition above about 25%; note: inactives centre near -15
PERK inhibitor = blocks human PERK kinase | Q9NZJ5 | CHO PERK-DD fusion, SEAP luminescence translation reporter | inhibition, % at 5.6 µM | actives 0.17% (n = 220,000) | AID 1416;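 active = inhibition above the mean inhibition of all tested compounds plus 3 SD, set separately per screening campaign, cut at about 2.9% in these data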;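 note: PERK kinase domain activated by AP20187 dimerizer at 100 nM; 0% = DMSO with dimerizer and 100% = rapamycin at 8.4 µM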
Thrombin inh = inhibitors of human thrombin; P00734; alpha-thrombin, Boc-VPR-AMC fluorogenic substrate cleavage; inhibition, % at 5 µM; actives 0.26% (n = 220,000);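 active = inhibition at or above 40%; inactive = inhibition below 40%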;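 note: 0% = enzyme with no compound and 100% = wells without enzyme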
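Assay system: human alpha-thrombin enzyme. Reagent: Boc-VPR-AMC substrate, 15 µM final. Compound dosing: one concentration per compound, 5 µM, with 0.2% DMSO. Incubation: room-temperature reaction. Technique: AMC fluorescence, 355/460 nm. Measure: % inhibition relative to enzyme controls and enzyme-free blanks.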
FXIa inh 1536 = blocks human coagulation factor XIa protease activity; P03951; purified FXIa, Boc-Glu-Ala-Arg-AMC fluorogenic substrate; actives 0.14% (n = 220,000); inhibition, % at 5 µM;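 active = inhibition of at least 40%; inactive = inhibition below 40%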;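 note: fluorescence of freed AMC excited at 355 nm; 0% = enzyme without compound and 100% = no enzyme blank; many of its hits are not listed in these tables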
Target sequence (P03951 19-387 limits assumed): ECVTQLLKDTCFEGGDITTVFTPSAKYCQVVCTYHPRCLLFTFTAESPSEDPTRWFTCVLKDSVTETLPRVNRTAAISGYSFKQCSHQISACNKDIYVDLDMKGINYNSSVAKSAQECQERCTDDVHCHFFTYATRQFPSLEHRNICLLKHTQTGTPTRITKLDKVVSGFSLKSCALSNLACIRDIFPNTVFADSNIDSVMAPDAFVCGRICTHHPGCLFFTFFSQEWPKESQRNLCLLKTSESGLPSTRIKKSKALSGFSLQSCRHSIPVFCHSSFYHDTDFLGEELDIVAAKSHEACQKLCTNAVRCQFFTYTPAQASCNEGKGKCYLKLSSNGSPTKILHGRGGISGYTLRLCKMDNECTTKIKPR
Target sequence (P03951 388-625 limits assumed): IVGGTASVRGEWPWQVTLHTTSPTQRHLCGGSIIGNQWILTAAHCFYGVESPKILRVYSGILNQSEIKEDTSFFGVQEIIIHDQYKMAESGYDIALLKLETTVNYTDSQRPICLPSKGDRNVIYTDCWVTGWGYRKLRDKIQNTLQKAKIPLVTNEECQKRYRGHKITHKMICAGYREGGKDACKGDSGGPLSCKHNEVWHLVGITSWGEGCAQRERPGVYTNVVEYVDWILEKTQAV
Cl transport mod = modulators of human KCC2 chloride dependent transport | Q9H2X9 | KCC2 cells, thallium flux FluoZin-2 fluorescence | B-score of Tl+ flux slope (higher = more flux/activation; lower = inhibition) at 10 µM | actives 2.2% (n = 190,000);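 active = thallium flux slope and its plate-corrected score both differing from the plate sample mean at a set confidence after two filtering rounds, in either direction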;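 note: slope of fluorescence scaled to starting intensity during 10 to 20 s after thallium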
FXIIa inh 1536 = inhibitors of human coagulation factor XIIa; P00748; purified FXIIa, Boc-QGR-AMC fluorogenic substrate, 2 h; inhibition, % at 5 µM; actives 0.3% (n = 220,000); AID 800; in the data active = inhibition above about 40%;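 note: 0% = enzyme with no compound and 100% = blank without enzyme; many of its hits are not listed in these tables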
m-calpain inh = inhibitors of pig calpain II; purified calpain II, fluorogenic peptide substrate, 30 min; inhibition, % at 16 µM; actives 0.37% (n = 220,000); AID 1236;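 active = inhibition above about 50%, limit read from the data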
* hit, by the source's call; . = not tested or not shown; [ ] = remark or other dose. Not all compounds are listed. The share of hits here may be higher or lower than overall.

SMILES | hK5 inh | Rad51 HR inh | Furin inh | PERK inhibitor | Thrombin inh | FXIa inh 1536 | Cl transport mod | FXIIa inh 1536 | m-calpain inh
Cc1ccc(C)c(CSc2nc3ccncc3n2CC(=O)Nc2ccc(C)c(C)c2)c1 | -10 | -5 | -3 | -0.1 | -1 | -1 | 0.66 | 2 | -10
O=C(NCC1CC1)c1onc(CSc2ccncc2)c1C(=O)NCC1CC1 | 3 | -1 | -28 | . | 0 | 2 | 0.97 | 12 | -7
CCOC(=O)c1sc(NC(=O)CCCCl)nc1C | -22 | 9 | -15 | 1.1 | -7 | 6 | -1.6 | 13 | 0
CCC(C)c1ccccc1NC(=O)COC(=O)C1=COCCO1 (stereo not drawn) | 2 | -5 | -24 | 0.1 | -4 | -2 | -0.65 | . | 0
COC(=O)/C=C/c1ccc2c(c1)OCO2 | -5 | 14 | -26 | 0.9 | -2 | -1 | 0.75 | 15 | -89
COc1ccc(N2C(=O)C3C(C2=O)C(C(=O)c2ccccc2)N2CCCC32)cc1 (stereo not drawn) | 2 | -1 | -25 | 0.1 | -1 | -1 | -0.2 | 8 | -17
CCSc1nnc(Cn2c(=O)sc3ccccc32)n1-c1ccc(OC)cc1 | -10 | 1 | -26 | -0.3 | -7 | -7 | 0.098 | -1 | -7
CCN1CCN(Cc2ccc(NC(=O)c3cc(NC(=O)C(=O)c4c[nH]c5ccccc45)cc(OC)c3)cc2C(F)(F)F)CC1 | -3 | -8 | -4 | . | -7 | -4 | 0.86 | 1 | -61
Cc1ccc(NC2=NCC(=O)N2Cc2ccc3c(c2)OCO3)c(C)c1 | 6 | -1 | -19 | 0.5 | -7 | 6 | -0.44 | 3 | 10
CCOc1ccc(OCC)c(NC(=O)CSCCc2ccccn2)c1 | . | . | -39 | 0.7 | 2 | 0 | -0.9 | 6 | 25
Cc1onc(-c2ccccc2)c1C(=O)NC(=S)NNC(=O)c1ccco1 | -26 | 11 | -13 | 0.3 | -6 | -5 | 6.6* | -2 | -19
COc1ccccc1C(=O)C1CCCN(C(=O)CCc2ccccn2)C1 (stereo not drawn) | . | 14 | -17 | 1.0 | -8 | -2 | -0.09 | 4 | 4
CCCCNC(=O)CCCn1c(=O)c2ccccc2n(CC(=O)NCCC2=CCCCC2)c1=O | -1 | 4 | -25[20 µM] | -0.5 | -3 | 0 | -0.4 | 13 | 5
Cc1ccccc1P(=O)(CO)c1ccccc1C | 1 | 6 | -18 | 0.3 | -1 | 8 | 0.93 | 8 | -11
COc1ccc(NC(=O)c2ccccc2N(Cc2ccccc2)S(C)(=O)=O)cc1OC | -4 | 0 | -31 | 0.2 | -8 | -2 | -0.29 | 5 | -5
O=C(CSc1nnc(CNc2ccc(F)cc2)o1)c1ccccc1 | 8 | 5 | -17 | 1.5 | -8 | 2 | -3.8* | 8 | 10
COc1ccc(NC(=S)N(CCCN2CCCC2)Cc2cccs2)cc1 | -27 | -5 | -15 | 0.2 | -2 | 6 | 0.33 | 5 | 4
COc1cc(CN2CCC(C(=O)N3CCCC(C)C3)CC2)cc(Br)c1O (stereo not drawn) | -1 | -1 | -12 | -0.7 | -2 | 2 | . | 11 | -14
COc1ccc2ccc3c(c2c1)N=CC1(O3)N(C)c2ccccc2C1(C)C (stereo not drawn) | -4 | -3 | -11[20 µM] | -0.3 | 0 | -7 | -0.75 | 8 | 3
Cc1ccc(C)c(N(C(=O)Cn2nnc(-c3cccs3)n2)C(C(=O)NC2CCCC2)c2ccncc2)c1 (stereo not drawn) | -8 | 8 | -9[20 µM] | -0.1 | 0 | 6 | . | 18 | 12
O=C(NCc1ccccc1)C1=C[C@@H](c2ccc(Br)cc2)C[C@@H](OCc2ccc(CO)cc2)O1 | 3 | 3 | -19 | 0.3 | 0 | 0 | -1 | 6 | 29
CCCc1nnc(NC(=O)Nc2ccccc2OC)s1 | 5 | 0 | -17 | 1.0 | -3 | 8 | -0.17 | 1 | 9
O=C(N/N=C/c1cccc(O)c1)c1csc2ccccc12 | -10 | -11 | -7[20 µM] | 0.7 | -4 | 10 | -0.59 | 6 | 23
CCOc1ccccc1NC(=O)CSc1nnnn1-c1ccccc1 | 13 | -8 | -16[20 µM] | -3.1 | 19 | -4 | . | -4 | 20
COc1ccc2c(c1)C(=O)N(c1ccccc1OC)C(=O)C2 | -30 | -11 | -16[20 µM] | -0.1 | 15 | 3 | 1.7 | 5 | -77
SMILES | hK5 inh | Rad51 HR inh | Furin inh | PERK inhibitor | Thrombin inh | FXIa inh 1536 | Cl transport mod | FXIIa inh 1536 | m-calpain inh
O=C(c1cc(C2CC2)nc2ccc(Br)cc12)N1N=C(C(F)F)CC1(O)C(F)F (stereo not drawn) | -1 | -3 | -20[20 µM] | -0.3 | -2 | -8 | -2.7 | 5 | 24
O=S(=O)(NC1CCCCC1)c1ccc(Cl)nc1 | -9 | 3 | -9 | 0.2 | -6 | 2 | 0.76 | 19 | 25
Cc1nc2ncnn2c(C)c1CCC(=O)NCc1ccccc1 | -12 | -3 | -3 | 0.4 | -8 | -9 | 0.004 | 7 | 17
O=C(NNc1nc2ccc(F)cc2s1)c1cccc(F)c1 | -15 | 0 | -30 | 0.1 | . | 3 | 0.19 | 6 | -5
CCc1ccc(NC(=S)Nc2cc(C(=O)O)ccc2N2CC3CC(C2)c2cccc(=O)n2C3)cc1 (stereo not drawn) | 0 | -10 | -14 | 0.7 | -8 | 8 | 1.2 | 10 | -17
O=C(NCCc1ccccn1)c1cc(-c2cccc3ccccc23)nc2ccccc12 | -7 | -9 | -22 | -0.7 | -4 | 6 | -0.0016 | 12 | -37
COc1ccccc1NC(=O)Cn1nc(-c2ccc(Cl)cc2)c2ccccc2c1=O | 6 | 3 | -12[20 µM] | -1.6 | 5 | 7 | . | 18 | 3
CCOC(=O)c1sc(=S)n(C)c1NC(=O)c1ccccc1C | -5 | -2 | -18 | 0.8 | -7 | 4 | 0.34 | 5 | 5
COc1ccccc1NC(=O)c1cnc2n(c1=O)CCS2 | 9 | 3 | 3 | 0.5 | -5 | -12 | . | -2 | 6
CS(=O)(=O)c1ccc(C(=O)OCC(=O)NC2CCS(=O)(=O)C2)cc1[N+](=O)[O-] (stereo not drawn) | 0 | 14 | -10 | 0.5 | -8 | -1 | 0.02 | 5 | 26
Cc1ccccc1C(=O)Nc1ccc(C(=O)N/N=C/c2ccc(F)cc2)cc1 | 1 | 0 | -10 | -0.6 | -4 | 5 | -0.19 | 6 | 39
CC1CCN(Cc2c(C#N)c3ccccc3n2C)CC1 | -21 | 0 | -2 | 1.0 | -1 | -3 | -1.6 | 14 | 11
CCCCCOC(=O)CC(C(=O)OCCCCC)N1CCCCC1 (stereo not drawn) | -10 | -4 | -22[20 µM] | 0.7 | -2 | 5 | 1.8 | 11 | -16
NS(=O)(=O)c1cccc(NC(=O)COC(=O)c2cc(-c3ccc(Cl)cc3)nc3ccccc23)c1 | -8 | 8 | 2 | 0.7 | -13 | 2 | -0.37 | 10 | -89
Cc1cc(C)c2nc(NC(=O)c3ccc(OCC4CCCO4)cc3)sc2c1 (stereo not drawn) | -20 | 2 | -3 | 0.5 | -12 | -7 | -0.22 | -5 | -52
Cc1cc(NS(=O)(=O)c2ccccc2)n(-c2ccccc2)n1 | 3 | -4 | -15[20 µM] | 1.1 | -2 | 6 | 0.15 | 6 | -1
Cc1ccc(NC(=O)CCn2c(=O)oc3ccccc32)cc1 | 1 | 1 | -23 | 1.1 | -6 | -7 | . | 1 | -13
Cc1cc(=O)[nH]c(N/N=C/c2c[nH]c3ccccc23)n1 | -2 | -13 | 4 | 1.6 | 0 | 5 | . | 11 | 10
CC(Sc1nc2ccccc2[nH]1)C(=O)Nc1ccccc1F (stereo not drawn) | -4 | 4 | -28 | -0.1 | -11 | -1 | -0.48 | -7 | -12
Cc1ccc(C)c(SCc2nc3sc(C(=O)O)c(C)c3c(=O)[nH]2)c1 | 5 | 5 | -28 | 1.8 | 1 | 0 | 0.0081 | 8 | -17
O=C(Nc1nccs1)c1cc2cc(Cl)ccc2oc1=O | 0 | -16 | -28 | 0.4 | 2 | 4 | 0.63 | 12 | -5
COc1ccc(Nc2nc(C(=O)NCc3ccco3)cs2)cc1 | 0 | 0 | -16 | -0.2 | -2 | -3 | -1.1 | 4 | 5
COc1ccc(NC(=O)CSC2=C(C#N)C(c3ccco3)C3=C(CCCC3=O)N2)c(OC)c1 (stereo not drawn) | 2 | -8 | -15[20 µM] | -1.9 | -2 | -9 | . | -9 | -7
COn1c(C)c(C)c2c3nonc3ccc21 | -2 | 0 | -12 | 0.2 | -2 | -3 | -1.1 | 2 | 3
CCOC(=O)C(=NC1CCCCC1)NNc1cccc(C(F)(F)F)c1 | -3 | 4 | -5 | 1.3 | -1 | 7 | -0.02 | 11 | 21
CCOC(=O)c1nnn(CC(=O)Nc2ccccc2OC)c1C(=O)OCC | 2 | 11 | -9[20 µM] | -1.6 | -2 | 1 | . | 10 | -39
CS(=O)(=O)N(CC(=O)Nc1ccccc1)c1cccc(Cl)c1Cl | -1 | -19 | -19 | 0.9 | -13 | 0 | 0.21 | 4 | 3
Cc1ccc(NC(=S)N2CCN(C(=O)C3CCCO3)CC2)cc1 (stereo not drawn) | -10 | . | 2 | 0.4 | -5 | -7 | 0.49 | 2 | 16
CCCCc1ccc(NC(=S)NCCN2CCOCC2)cc1 | . | . | -29 | 2.0 | -1 | -2 | 0.004 | 5 | -17

Reformatted as comma-separated lines: ten of the compounds above
SMILES,hK5 inh,Rad51 HR inh,Furin inh,PERK inhibitor,Thrombin inh,FXIa inh 1536,Cl transport mod,FXIIa inh 1536,m-calpain inh
O=C(c1cc(C2CC2)nc2ccc(Br)cc12)N1N=C(C(F)F)CC1(O)C(F)F (stereo not drawn),-1,-3,-20[20 µM],-0.3,-2,-8,-2.7,5,24
O=S(=O)(NC1CCCCC1)c1ccc(Cl)nc1,-9,3,-9,0.2,-6,2,0.76,19,25
Cc1nc2ncnn2c(C)c1CCC(=O)NCc1ccccc1,-12,-3,-3,0.4,-8,-9,0.004,7,17
O=C(NNc1nc2ccc(F)cc2s1)c1cccc(F)c1,-15,0,-30,0.1,.,3,0.19,6,-5
CCc1ccc(NC(=S)Nc2cc(C(=O)O)ccc2N2CC3CC(C2)c2cccc(=O)n2C3)cc1 (stereo not drawn),0,-10,-14,0.7,-8,8,1.2,10,-17
O=C(NCCc1ccccn1)c1cc(-c2cccc3ccccc23)nc2ccccc12,-7,-9,-22,-0.7,-4,6,-0.0016,12,-37
COc1ccccc1NC(=O)Cn1nc(-c2ccc(Cl)cc2)c2ccccc2c1=O,6,3,-12[20 µM],-1.6,5,7,.,18,3
CCOC(=O)c1sc(=S)n(C)c1NC(=O)c1ccccc1C,-5,-2,-18,0.8,-7,4,0.34,5,5
COc1ccccc1NC(=O)c1cnc2n(c1=O)CCS2,9,3,3,0.5,-5,-12,.,-2,6
CS(=O)(=O)c1ccc(C(=O)OCC(=O)NC2CCS(=O)(=O)C2)cc1[N+](=O)[O-] (stereo not drawn),0,14,-10,0.5,-8,-1,0.02,5,26

Compound profiles (already shown):
`CCOC(=O)C(=NC1CCCCC1)NNc1cccc(C(F)(F)F)c1` across the screens: hK5 inh: -3; Rad51 HR inh: 4; Furin inh: -5; PERK inhibitor: 1.3; Thrombin inh: -1; FXIa inh 1536: 7; Cl transport mod: -0.02; FXIIa inh 1536: 11; m-calpain inh: 21
`CC(Sc1nc2ccccc2[nH]1)C(=O)Nc1ccccc1F` (stereo not drawn) across the screens: hK5 inh: -4; Rad51 HR inh: 4; Furin inh: -28; PERK inhibitor: -0.1; Thrombin inh: -11; FXIa inh 1536: -1; Cl transport mod: -0.48; FXIIa inh 1536: -7; m-calpain inh: -12
